ARNT-TACC3 inh = disrupts binding between human ARNT and TACC3; Q9Y6A5; actives 0.66% (n = 390,000); inhibition, % at 9.99 µM; AlphaScreen His-ARNT PAS-B/GST-TACC3 binding, luminescence; TACC3 fragment carries E629A point mutation;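 active = mean inhibition of replicates at least 50% and at least half of replicates each reaching 50%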;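 also: 0% = complete ARNT plus TACC3 wells and 100% = ARNT alone without TACC3; many hits fall short of the cut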
PglD inh = blocks C. jejuni PglD acetyltransferase activity; purified PglD enzyme, DTNB colorimetric CoA detection; inhibition, % at 12.5 µM; actives 0.098% (n = 360,000); AID 602405; in the data active = inhibition above about 16%, passing the limit was not always enough; also: strong numbers were not always called active
GSIS activator = primary screen for activators of insulin secretion dependent on glucose, INS-1E cells, GLuc reporter luminescence | activation, % at 16.6 µM | AID 743287 | INS-1E GLuc reporter insulin secretion, 2-3 h | actives 0.61% (n = 370,000);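 active = lowest replicate activation of at least 40%, so every replicate reaches that level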;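 also: 0% = median of neutral control wells and 100% = median of IBMX positive control wells; some compounds called inactive have numbers as strong as hits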
PAX8 reporter = inhibitors of PAX8 transcriptional activity in RMG-I cells; RMG-I TPO-luciferase reporter, SteadyGlo, 24 h; actives 1.2% (n = 360,000); inhibition, % at 12.6 µM;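 active = mean replicate inhibition at least 60% with every replicate also reaching 60%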;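 also: luciferase light reporting Pax8 driven TPO promoter activity; plate controls were median of neutral control wells for no effect and mitoxantrone controls for full effect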
LGR2 inh = Drosophila LGR2 receptor signaling inhibition; HEK293 LGR2, CRE-luciferase, bursicon-stimulated, 4 h; inhibition, % at 9.99 µM; actives 0.35% (n = 380,000); AID 720647;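 active = drop in luminescence signal, shown as inhibition above about 50% in the replicate tests, limit read from the data, passing the limit was not always enough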;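 also: agonist challenge used bursicon conditioned medium at about half maximal strength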
PGC1a acetyl inh = PGC1a acetylation modulation, inhibitor mode; U2OS PGC1a acetylation, AlphaScreen anti-acetyl-lysine; with virally co-expressed GCN5 acetyltransferase; inhibition, % at 15.6 µM; actives 0.17% (n = 350,000); AID 651687;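 active = every replicate shows inhibition of at least 40%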;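 also: 0% = neutral control wells and 100% = positive control wells; some results beyond the cut were filed as inactive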
Statin myotox sup = suppressors of simvastatin-induced myotoxicity in C2C12 myotubes; ATP luminescence, 48 h; scaled: DMSO 0, geranylgeraniol control 100; actives 0.78% (n = 330,000); AID 602340; rescue of ATP level, % at 7.49 µM;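 active = mean ATP rescue above about 67%, or every replicate alone reaching that limit, limit read from the data, passing the limit was not always enough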;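 also: myotubes were challenged with 10 µM simvastatin during compound exposure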
Cneo AK release = causes C. neoformans cell lysis; adenylate kinase release luminescence, 4 h; normalised: neutral wells 0, clomiphene wells 100; lysis activity, % at 15 µM; actives 0.2% (n = 360,000); AID 651654;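 active = mean lysis activity across replicates of at least 80%, whatever share of replicates individually reach that level; inactive = mean lysis activity below 80%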
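Material: C. neoformans cells | Amount: Yeast cell density of 5 × 10^6 cells/mL | Medium: Fresh YPD growth medium | Dosing: Single dose | Times: Static 4 h at 37 °C with compound, 1 h detection | Detection: AK luminescence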
Starred values were filed as active, the others as inactive; / = no result given. The order is random; any-hit rate near 2.9%.

Second line of a record: Statin myotox sup, GSIS activator, ARNT-TACC3 inh, PAX8 reporter, PglD inh, PGC1a acetyl inh, LGR2 inh, Cneo AK release
COc1ccccc1C(=O)NCCC(=O)NCC1COc2ccccc2O1 (stereo not drawn)
    -20, 27, 8, 2, 3, 0, -9, 1
N/C(=N\OC(=O)c1cc(Cl)ccc1Cl)c1cccnc1
    /, -2, 4, /, -3, -13, -33, 2
C[C@H]1CN([C@@H](C)CO)C(=O)c2cc(C#CCN(C)C)cnc2O[C@@H]1CN(C)C(=O)c1cccc(F)c1
    -15, 15, -6, /, 1, 6, 2, 4
CNC(=O)C[C@@H]1CC[C@@H]2[C@H](COc3ccc(NC(=O)Nc4ccccc4F)cc3C(=O)N2C)O1
    -2, 13, -17, 7, -1, -1, 12, -3
CO[C@H]1CN(C)C(=O)c2cc(NC(=O)Nc3ccccc3Cl)ccc2OC[C@H](C)NC[C@@H]1C
    -27, -1, 4, /, -3, 1, -12, 1
C[C@@H]1CN([C@H](C)CO)C(=O)Cc2cc(NC(=O)CCC(F)(F)F)ccc2O[C@H]1CN(C)Cc1ccncc1
    -15, 13, 3, -5, 4, 1, 8, -3
CC(=O)N(Cc1ccccc1)c1c(N)nc(N)[nH]c1=O
    3, 5, 4, 12, 4, 2, 5, 0
Cc1cc(NC(=O)CSc2nc3c(c(=O)n2-c2ccc(Br)cc2)SCC3)no1
    -8, -26, 6, /, -9, -1, -3, -2
C[C@H](CO)N1C[C@H](C)[C@H](CN(C)S(C)(=O)=O)Oc2cc(-c3ccccc3)ccc2S1(=O)=O
    29, 4, 4, /, 3, -3, 5, 4
CCOc1ccc(NC(=O)CN2CCN(CC(=O)Nc3ccc(Cl)c(C(F)(F)F)c3)CC2)cc1
    -58, -29, 5, /, 6, -3, -13, 0
COc1ccc(S(=O)(=O)Nc2ccc3c(c2)C(=O)N([C@H](C)CO)C[C@H](C)[C@@H](CN(C)S(=O)(=O)c2ccc(C)cc2)O3)cc1
    -73, -2, 19, 5, 3, 8, 2, -1
O=C(OCc1cc(=O)n2ccsc2n1)c1ccccc1NCCO
    1, 9, 9, -5, 1, -3, -5, 0
COc1ccccc1N1CC(O)=C(c2nc3ccccc3s2)C1=N
    -29, -6, 0, /, 3, -13, -15, 6
COc1ccc(NC(=S)N2CCC(NC(=O)c3cccc(C)c3)CC2)cc1
    -1, -22, -5, -5, -2, /, -9, 4
C[C@H](CO)N1C[C@H](C)[C@@H](CN(C)Cc2ccc3c(c2)OCO3)Oc2c(NS(=O)(=O)c3ccc(F)cc3)cccc2C1=O
    -2, 8, -3, -5, -2, 3, /, -3

Following part
Second line of a record: Statin myotox sup, GSIS activator, ARNT-TACC3 inh, PAX8 reporter, PglD inh, PGC1a acetyl inh, LGR2 inh, Cneo AK release
O=C(NCc1ccco1)C1CCCN1C(=O)Nc1ccc(Br)cc1 (stereo not drawn)
    4, -11, 7, -9, -3, /, 0, 3
COCCNS(=O)(=O)c1ccc(F)c(OC)c1
    7, -2, 0, /, -4, -11, 19, -1
O=C(Nc1nccs1)C1CC(=O)N(c2ccccc2)C1 (stereo not drawn)
    8, 9, -1, -6, -3, -2, 2, -1
COc1ccc(NC(=O)C2CCCCN2CC(=O)OCc2ccccc2)cc1OC (stereo not drawn)
    2, /, 4, /, 2, 47, /, -1
CC(C)(C)C(=O)NC(NC(=S)Nc1sc2c(c1C#N)CCCC2)C(Cl)(Cl)Cl (stereo not drawn)
    -21, /, -10, /, /, -36, /, 1
CCCNC(=O)Nc1ccc2c(c1)C(=O)N(C)[C@@H]1CC[C@H](CC(=O)NCc3ccccc3)O[C@@H]1CO2
    -11, -9, /, -2, 3, -7, 4, -4
COc1ccc(CN(C)C(=O)C(Cc2ccccc2)NC(=O)c2ccccc2)cc1F (stereo not drawn)
    6, -1, 0, 27, -3, 0, -4, -1
CCSc1nnc(NC(=O)c2ccc(C)cc2)s1
    5, /, 5, /, 1, -5, /, -1
CCOc1ccc(OCC(=O)OC(C)C(=O)NC2CCCCC2C)cc1 (stereo not drawn)
    10, -2, /, 0, 0, 8, -9, 1
Fc1ccccc1/C=N/Nc1ncnc2nc[nH]c12
    2, /, 12, -116, -1, -23, /, 0
O=C(NCCC1=CCCCC1)c1ccc2c(=O)n3c(nc2c1)CCCCC3
    /, -8, 8, -1, -2, -3, -38, -1
O=C(NC1CC2CCCC(C1)N2S(=O)(=O)c1ccccc1)c1ccco1 (stereo not drawn)
    24, 13, -5, /, /, -1, 3, /
CO[C@H]1CN(C)C(=O)c2cc(NC(=O)Nc3c(C)noc3C)ccc2OC[C@@H](C)N(CC2CC2)C[C@H]1C
    7, -1, -8, -19, -3, 3, -6, -7
O=C(COC(=O)C1CCC(=O)N1)Nc1cccc([N+](=O)[O-])c1 (stereo not drawn)
    -14, 18, 4, -18, 3, 2, 10, 5
CC(C)C[C@H]1CNC(=S)N1C[C@H]1CCCN1C[C@H](Cc1ccc(O)cc1)N1C[C@H](Cc2ccc(O)cc2)N(CCc2ccccc2)C1=S
    -8, -2, /, 41, 5, -25, 15, 1

Three entries from above, arranged by their value in GSIS activator, falling.
canonical_smiles | GSIS activator | ARNT-TACC3 inh | PglD inh | PGC1a acetyl inh | LGR2 inh
O=C(COC(=O)C1CCC(=O)N1)Nc1cccc([N+](=O)[O-])c1 (stereo not drawn) | 18 | 4 | 3 | 2 | 10
CO[C@H]1CN(C)C(=O)c2cc(NC(=O)Nc3c(C)noc3C)ccc2OC[C@@H](C)N(CC2CC2)C[C@H]1C | -1 | -8 | -3 | 3 | -6
O=C(NCc1ccco1)C1CCCN1C(=O)Nc1ccc(Br)cc1 (stereo not drawn) | -11 | 7 | -3 | / | 0

Sorted by SMILES length (descending): some entries from above
Second line of a record: Statin myotox sup, GSIS activator, ARNT-TACC3 inh, PAX8 reporter, PglD inh, PGC1a acetyl inh, LGR2 inh, Cneo AK release
CO[C@H]1CN(C)C(=O)c2cc(NC(=O)Nc3c(C)noc3C)ccc2OC[C@@H](C)N(CC2CC2)C[C@H]1C
    7, -1, -8, -19, -3, 3, -6, -7
O=C(NC1CC2CCCC(C1)N2S(=O)(=O)c1ccccc1)c1ccco1 (stereo not drawn)
    24, 13, -5, /, /, -1, 3, /
COCCNS(=O)(=O)c1ccc(F)c(OC)c1
    7, -2, 0, /, -4, -11, 19, -1

Other results follow.
Second line of a record: Statin myotox sup, GSIS activator, ARNT-TACC3 inh, PAX8 reporter, PglD inh, PGC1a acetyl inh, LGR2 inh, Cneo AK release
COCCCN(C(=O)CSCC(=O)Nc1cccc(C)c1)c1c(N)n(Cc2ccccc2)c(=O)[nH]c1=O
    -14, 2, 0, 8, 0, 5, 3, -1
O=C(C[C@H]1CC[C@@H]2[C@H](COC[C@H](O)CN2C(=O)c2ccccc2)O1)Nc1ccccc1
    -6, -1, -5, /, -1, 1, 8, 2
COc1cccc(C#Cc2cnc3c(c2)C(=O)N([C@H](C)CO)C[C@H](C)[C@H](CN(C)C(=O)C2CC2)O3)c1
    29, -5, -1, /, 1, -5, 0, -3
C/C(=N\O)C(C)Oc1ccc(Cl)cc1 (stereo not drawn)
    /, 9, -23, 1, /, 2, 18, /
O=C(c1cc(C2CC2)nn1-c1ccccc1)N1CCN(Cc2ccccc2F)CC1
    0, -24, 2, 14, 0, -12, 4, 1
CCCNC(=O)N(C)C[C@@H]1Oc2ncc(C#Cc3ccccc3F)cc2C(=O)N([C@@H](C)CO)C[C@@H]1C
    /, 13, -8, /, -1, -6, -2, 0
CCCCn1nc(C(=O)NC2CCCCC2)c2ccccc2c1=O
    -9, /, /, 5, 3, -2, /, -1
CCOc1ccccc1NC(=O)c1ccc2c(c1)C(=O)N(CC)C2=O
    0, -5, -16, -6, -11, 26, 6, 3
C[C@@H]1CN([C@@H](C)CO)C(=O)c2cc(NC(=O)c3ccncc3)ccc2O[C@@H](C)CCCCO[C@@H]1CN(C)CC1CCCCC1
    /, /, 2, -15, 0, -4, /, 1
N=c1c2c(n(Cc3ccc(Br)cc3)c3c1CCC3)CCCC2
    /, -32, -11, 78*, /, /, -35, /
COC(=O)CSc1nc2ccccc2n1CC(=O)N(C(C)C)C(C)C
    -17, /, -12, /, 6, 5, /, -2
CNC[C@H]1Oc2ccc(NS(=O)(=O)c3cn(C)cn3)cc2C(=O)N([C@@H](C)CO)C[C@@H]1C
    -10, 16, -2, 5, 1, -2, 10, 5
C(=C\c1ccccc1)/C=N/Nc1nc(N2CCCCC2)nc(N2CCCCC2)n1
    -4, 0, -10, /, 1, 6, -1, -4
O=C(Cc1csc(-c2ccc(Cl)cc2)n1)Nc1cccc(S(=O)(=O)NC2=NCCC2)c1
    16, -1, 4, 1, 2, -3, 14, 1
CC(C)NC(=O)N(C)C[C@H]1Oc2c(NC(=O)c3ccncc3)cccc2C(=O)N([C@H](C)CO)C[C@@H]1C
    0, 15, 4, -5, 0, -3, -18, 6

Brought forward from above: two entries, then new ones.
Second line of a record: Statin myotox sup, GSIS activator, ARNT-TACC3 inh, PAX8 reporter, PglD inh, PGC1a acetyl inh, LGR2 inh, Cneo AK release
O=C(Cc1csc(-c2ccc(Cl)cc2)n1)Nc1cccc(S(=O)(=O)NC2=NCCC2)c1
    16, -1, 4, 1, 2, -3, 14, 1
CC(C)NC(=O)N(C)C[C@H]1Oc2c(NC(=O)c3ccncc3)cccc2C(=O)N([C@H](C)CO)C[C@@H]1C
    0, 15, 4, -5, 0, -3, -18, 6
COC(=O)c1cc(Br)ccc1NC(=O)CSCc1c(C)noc1C
    12, -21, -5, -6, 0, -5, -15, 0
N#CCC(=O)Nc1ccc(C(=O)NCC2(N3CCOCC3)CCCCC2)cc1
    3, /, -12, 4, -6, /, /, 2
Cc1cc(Cl)ccc1C(=O)C1CCCN(C(=O)CCN2CCCO2)C1 (stereo not drawn)
    4, 0, -6, -22, -3, -6, 11, 0
O=C1C2C3C=CC(O3)C2C(=O)N1Cc1ccncc1 (stereo not drawn)
    4, 4, 7, -3, /, -5, -7, /
O=C(CCc1nnc2ccc(NCc3ccco3)nn12)N1CCCCC1
    4, 6, -2, 2, /, 2, 4, /
O=C(NC1Cc2ccccc2C1)[C@@H]1[C@@H](CO)[C@@H]2Cn3c(ccc(C4=CCCC4)c3=O)[C@H]1N2CC1CC1
    5, -9, 1, /, -4, /, -19, 52
COc1ccc(CNS(=O)(=O)c2ccc3c(c2)NC(=O)CS3)cc1
    29, 33, 0, 20, -2, 0, -10, -2
Cc1cc(C(=O)Nc2nnc(C3CCCCC3)s2)cs1
    -30, /, -8, /, -2, -3, /, 6
CC(C)N1CC(COc2ccc(Cl)cc2Cl)OC1=O (stereo not drawn)
    -11, -3, -5, -13, -1, 0, -3, -1
Cc1nn2c(Nc3ccc(F)cc3)c3c(nc2c1-c1ccccc1)CCC3
    /, -8, -1, -11, /, /, -6, /
Cc1cc(/C=C2/NC(=O)NC2=O)c(C)n1-c1ccncc1
    -2, 8, 3, 13, 1, /, 2, 1
CN(CCOc1ccccc1)C(=O)CNC(=O)c1ccc(C(C)(C)C)cc1
    13, -31, 0, -30, 5, 1, 5, 0

Screens: PubChem BioAssay, Broad Institute
